From PubChem BioAssay
M1 ag parental – counter-screen for M1 agonists: effect in parental CHO-K1 cells. AID 602248, 2012. 0.48% of 360,000 active. activation, % at 3 µM. Fluo-8 calcium fluorescence; scaled to maximal ATP response, vehicle zero; in the data active = activation above about 15%;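 also: untransfected CHO-K1 host cells lacking M1 receptor as counterscreen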
V1R ag counter – agonists of human V1a receptor, primary screen, counter-screen for OXTR agonist project, fluorescence, CHO-V1R cells | Vasopressin V1a receptor (Homo sapiens), P37288 | activation, % at 3 µM | Fluo-8 calcium fluorescence, agonist mode; 0% DMSO, 100% 3 nM vasopressin | AID 2797, 2010 | 0.25% of 320,000 active;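 active = activation above the mean activation of all tested compounds plus 3 SD, per screening run, cut at about 20% in these data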;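 also: signal is peak over basal fluorescence ratio across a 100 second FLIPR read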
Target sequence (P37288 whole entry, looked up): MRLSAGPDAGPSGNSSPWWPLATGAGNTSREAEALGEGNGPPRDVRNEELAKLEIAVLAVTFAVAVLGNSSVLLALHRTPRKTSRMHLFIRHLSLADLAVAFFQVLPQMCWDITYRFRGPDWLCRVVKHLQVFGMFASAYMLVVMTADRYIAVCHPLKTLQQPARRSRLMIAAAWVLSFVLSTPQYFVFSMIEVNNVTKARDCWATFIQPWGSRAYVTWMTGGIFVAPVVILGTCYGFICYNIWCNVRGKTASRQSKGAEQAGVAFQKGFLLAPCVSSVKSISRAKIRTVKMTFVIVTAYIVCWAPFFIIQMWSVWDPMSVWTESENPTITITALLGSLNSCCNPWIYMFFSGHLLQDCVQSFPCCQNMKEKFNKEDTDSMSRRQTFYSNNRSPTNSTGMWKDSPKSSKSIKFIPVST
CHO parental Ca – ATP-evoked calcium signal inhibitors, parental CHO, primary screen, counter-screen for OX1R antagonist project, cell-based, fluorescence, Fluo-8 calcium dye; parental CHO-K1, ATP-induced calcium, Fluo-8 fluorescence; 0.63% of 330,000 active; AID 463079, 2010; inhibition, % at 5.6 µM;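 active = inhibition above that plate's mean sample inhibition plus 3 SD, cut at about 26% in these data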;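 also: 0% = ATP-challenged DMSO wells and 100% = DMSO wells without ATP; some compounds past the cut are filed as inactive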
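Test system: parental CHO cells; detection: calcium-sensitive Fluo-8 fluorescence; evaluation: percent inhibition of calcium signal; also added: ATP as calcium-mobilizing challenge; repeats: one well per compound; control set: ATP-challenged DMSO wells low, unchallenged DMSO wells high; compound: single nominal dose of 5.6 µM per compound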
CHO-K1 Ca antag – counter-screen for M1 antagonists: effect in parental CHO-K1 cells; AID 602250; 0.6% of 360,000 active; ATP-induced calcium, Fluo-8 fluorescence; inhibition, % at 3 µM;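 active = inhibition above a per-plate cutoff, the plate's mean sample inhibition plus 3 SD, cut at about 24% in these data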;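 also: 0% = DMSO plus EC80 ATP and 100% = DMSO alone without ATP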
OXTR potentiator – human OXTR potentiators, primary screen, fluorescence, CHO-OTR cells, Fluo-8 calcium | Fluo-8 calcium fluorescence, potentiator mode; 0% = oxytocin EC15, 100% = EC100 | AID 2445, 2010 | activation, % at 3 µM | 0.061% of 320,000 active | Oxytocin receptor (Homo sapiens), P30559;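 active = activation above that plate's cutoff, the mean activation of tested compounds plus 3 SD, cut at about 6.6% in these data, passing the limit was not always enough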;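 also: 100% uses oxytocin at 75 nM as the full agonist control; some results filed as inactive read as strong as hits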
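Replication – single well per compound, singlicate · Assay system – CHO cell line stably expressing human OTR · Timing – 6 min pre-incubation, 100 s read · Measure – normalized max/min fluorescence ratio, % activation · Doses – 3.0 µM, one dose · Detection – Fluo-8 calcium dye fluorescence · Probe or stimulus – oxytocin near EC15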
GPR7 antagonist – GPR7 receptor antagonists, primary screen, cell-based, fluorescence, single concentration; GPR7-expressing cells, fluorescence antagonist assay; inhibition, % at 4.4 µM; 1.1% of 290,000 active; AID 1861, 2009; in the data active = inhibition above about 16%, passing the limit was not always enough;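 also: cells stimulated with the agonist NPW; 0% = agonist with vehicle and 100% = vehicle without agonist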
Target sequence (P48145 whole entry, looked up): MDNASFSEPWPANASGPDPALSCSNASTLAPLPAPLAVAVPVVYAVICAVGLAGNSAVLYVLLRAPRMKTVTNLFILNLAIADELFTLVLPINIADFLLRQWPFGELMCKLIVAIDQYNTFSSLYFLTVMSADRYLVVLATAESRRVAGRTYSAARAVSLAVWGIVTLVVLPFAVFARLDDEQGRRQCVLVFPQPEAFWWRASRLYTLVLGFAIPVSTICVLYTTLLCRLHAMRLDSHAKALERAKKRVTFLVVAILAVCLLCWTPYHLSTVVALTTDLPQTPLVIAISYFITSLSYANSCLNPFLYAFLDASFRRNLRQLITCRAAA
OXTR agonist – human OXTR agonists, primary screen, fluorescence, CHO-OTR cells, Fluo-8 calcium; Oxytocin receptor (Homo sapiens), P30559; activation, % at 3 µM; 0.32% of 320,000 active; Fluo-8 calcium fluorescence; normalized: DMSO 0%, oxytocin 100%; AID 2435, 2010;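 active = activation above the mean of all tested compounds plus 3 SD, cutoff set per screening run, cut at about 20% in these data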;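 also: peak over basal fluorescence ratio from a 100 s FLIPR kinetic read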
TAAR1 antagonist – human TAAR1 antagonists, primary screen, Fluo-8 calcium fluorescence, CHO RD-HGA16 cells; Trace amine-associated receptor 1 (Homo sapiens), Q96RJ0; AID 624466, 2012; 1.5% of 360,000 active; inhibition, % at 3 µM; antagonist;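 active = inhibition above a per-plate cutoff, the mean inhibition of test compounds on that plate plus 3 SD, cut at about 49% in these data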;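 also: 0% = DMSO plus EC80 beta-PEA response and 100% = DMSO alone without agonist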
Target sequence (Q96RJ0 whole entry, looked up): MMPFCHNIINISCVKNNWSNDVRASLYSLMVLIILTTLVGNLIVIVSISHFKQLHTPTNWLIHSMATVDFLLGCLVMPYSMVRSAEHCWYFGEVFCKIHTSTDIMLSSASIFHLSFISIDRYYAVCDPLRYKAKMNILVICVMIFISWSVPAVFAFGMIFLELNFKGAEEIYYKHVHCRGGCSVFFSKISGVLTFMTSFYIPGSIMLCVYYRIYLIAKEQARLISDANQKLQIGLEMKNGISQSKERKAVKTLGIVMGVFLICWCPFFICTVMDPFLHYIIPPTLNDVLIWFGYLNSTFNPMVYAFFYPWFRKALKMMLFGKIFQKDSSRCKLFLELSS
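Test system: CHO RD-HGA16 cells bearing hTAAR1 | Reagent: β-PEA, EC80 | Compound dosing: 3 µM, single point | Schedule: Dye loading 75 min at 37 °C, then 30 min room temperature | Signal: Calcium fluorescence with Fluo-8 | Evaluation: Percent inhibition of PEA-evoked calcium signal, max/basal emission ratio | Control set: DMSO-only wells and EC80 β-PEA-stimulated wells | Repeats: Singlicate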
CHO-K1 Ca PAM – nonselective calcium activators in parental CHO-K1 cells, primary screen, counter-screen for M1 PAM project, cell-based, Fluo-8 calcium fluorescence, full deck, 1536-well; ATP EC20; 0% at ATP EC20, 100% at ATP max; activation, % at 3 µM; 0.02% of 360,000 active; AID 602247, 2012;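 active = activation above the run cutoff, the mean activation of all test compounds plus 3 SD, cut at about 40% in these data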;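 also: peak over basal fluorescence ratio in a 140 s read after ATP addition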
The depositor's hits bear a star; x = not tested or not shown.

# | mol | M1 ag parental | V1R ag counter | CHO parental Ca | CHO-K1 Ca antag | OXTR potentiator
1 | O=C(Nc1cccc(Cl)c1)C1C2C=CC3(O2)C1C(=O)N(CCN1CCCCC1)C3C(=O)NC1CCCCC1 (stereo not drawn) | -0.1 | -0.6 | 5 | -13 | 2
2 | O=C(CSc1ccccc1)NCCSCc1ccccc1 | -0.5 | -0.8 | -6 | 4 | -10
3 | Cc1sc(NC(=O)c2cccs2)c(C(N)=O)c1C | -0.1 | -0.8 | -12 | -16 | 4
4 | CC(NC(=O)c1cccnc1)c1ccc2c(c1)OCO2 (stereo not drawn) | 0.3 | 0.6 | 6 | -1 | -7
5 | Cc1nn(-c2nc3ccccc3s2)c(C)c1Oc1ccccc1O | 2.2 | 0.1 | 32* | -3 | -15
6 | O=C(CCCc1ccccc1)NCCC1=CCCCC1 | -0.5 | -2.0 | -14 | 1 | -3
7 | O=C(N[C@@H](Cc1ccccc1)C(=O)OCc1ccccc1)c1nc[nH]c1C(=O)NCc1ccccc1 | 0.6 | 3.0 | -16 | -15 | -9
8 | O=C(CN(Cc1ccc(F)cc1)C(=O)Cn1nnc2ccccc21)NCC1CCCO1 (stereo not drawn) | -0.1 | -0.1 | -2 | -6 | -2
9 | N/C(=N\OC(=O)Cc1ccc(Cl)cc1)c1cccnc1 | 0.6 | 0.5 | -14 | -18 | -2
10 | COc1ccc(-n2c(Cc3cccn3C)nnc2SCC(=O)NCCc2ccccc2)cc1 | 0.1 | 1.4 | -15 | -10 | -7
11 | O=C(NCCCn1ccnc1)c1cc2c(s1)CCCCC2 | 0.5 | 0.4 | -2 | 9 | -5
12 | CCOc1ccc(S(=O)(=O)Nc2ccc(C(=O)NCC(c3ccccc3)N(C)C)cc2)cc1 (stereo not drawn) | 4.4 | 16 | -6 | -3 | -3

# | GPR7 antagonist | OXTR agonist | TAAR1 antagonist | CHO-K1 Ca PAM
1 | -9 | -0.2 | 0 | 10
2 | -8 | -2.5 | -2 | -3
3 | 1 | -1.7 | -21 | 11
4 | -11 | 0.9 | -10 | 16
5 | -9 | -1.1 | x | 15
6 | -3 | -1.8 | 3 | 13
7 | -34 | 0.7 | 37 | 9
8 | -9 | -0.3 | 3 | 6
9 | 20 | -0.9 | x | 18
10 | -13 | -0.7 | 10 | 19
11 | -6 | 0.6 | -16 | -7
12 | 12 | 3.2 | 19 | 16

(listing goes on)
# | mol | M1 ag parental | V1R ag counter | CHO parental Ca | CHO-K1 Ca antag | OXTR potentiator
13 | Cc1ccc(NCC(=O)N/N=C/c2ccc(OC(=O)c3ccco3)cc2)cc1 | -0.2 | -0.4 | -14 | -9 | -3
14 | COc1ccc(OC)c(C2c3c(oc4ccccc4c3=O)C(=O)N2CCCN(C)C)c1 (stereo not drawn) | 0.4 | 0.1 | 3 | -9 | -9
15 | CCOc1ccc(C2C(C(=O)c3ccco3)=C(O)C(=O)N2CCCn2ccnc2)cc1OCC (stereo not drawn) | -0.2 | -0.1 | -11 | -11 | 3
16 | Cc1ccc(C(=O)Nc2ccc(F)cc2)cc1NC1=NC2CS(=O)(=O)CC2S1 (stereo not drawn) | -0.4 | 0.8 | 9 | 0 | -6
17 | COc1ccc(-c2cc3c(=O)n(CC(=O)NCc4ccc(Cl)cc4)ncn3n2)cc1 | 0.1 | 1.4 | -5 | 10 | -4
18 | O=C1N/C(=N/O)S/C1=C\c1ccccc1-n1cccn1 | 0.2 | 1.1 | -5 | -15 | -11
19 | O=C(O)/C=C/c1cnc2ccccc2c1 | -0.2 | 1.4 | -4 | -5 | -4
20 | O=C1NC2(CCCCCC2)C(=O)N1Cc1cccc(Cl)c1 | 0.5 | -0.2 | -17 | -6 | -17
21 | COc1ccc(C(C)=NOC(=O)c2c(-c3ccccc3Cl)noc2C)cc1CN1CCOCC1 | 1.4 | x | x | -4 | x
22 | COc1cc(C(=O)NCC(=O)OCc2ccc(F)cc2)cc(OC)c1OC | 5.1 | 0.1 | -9 | -5 | -9
23 | c1ccc2c3c(c(CN4CCCCC4)cc2c1)COC3 | 1.7 | -0.4 | -2 | -13 | -6
24 | C=CCNC(=O)CC(=O)N/N=C/c1ccccc1F | -0.1 | 0.0 | 0 | -8 | -1

# | GPR7 antagonist | OXTR agonist | TAAR1 antagonist | CHO-K1 Ca PAM
13 | 31* | -0.3 | -35 | 11
14 | -2 | 0.2 | 0 | 14
15 | 1 | -0.6 | -8 | 7
16 | -11 | 0.0 | -13 | -3
17 | 1 | 1.5 | -9 | -9
18 | -3 | 0.0 | -10 | 10
19 | -4 | 1.4 | -27 | 0
20 | -1 | 4.2 | 8 | 4
21 | x | x | 3 | 5
22 | x | 0.7 | 48 | 11
23 | -4 | -0.5 | -11 | 23
24 | 10 | 0.1 | -1 | -13

(next part)
# | mol | M1 ag parental | V1R ag counter | CHO parental Ca | CHO-K1 Ca antag | OXTR potentiator
25 | Cc1ccc(CNC(=O)C(NS(=O)(=O)c2cccc3nsnc23)C(C)C)cc1 (stereo not drawn) | 2.0 | 1.8 | -12 | -6 | -8
26 | Cc1ccc(C(=O)Nc2ccc3[nH]c(=O)[nH]c3c2)c(C)c1 | -0.6 | 0.8 | -11 | -10 | 3
27 | Cn1c(NC(=O)c2cccc(Cn3cc(Cl)cn3)c2)nc2ccccc21 | 0.3 | -1.6 | -16 | -18 | 3
28 | O=S(=O)(c1c(F)cccc1F)N1CCN(C(=S)NCc2ccc3c(c2)OCO3)CC1 | 2.4 | 4.1 | 0 | 0 | -18
29 | Cc1ccccc1-n1ncc2c1CC(C)(C)CC2NC(=O)CCn1cncn1 (stereo not drawn) | 0.3 | x | x | -11 | x
30 | Cc1ccc2c(c1)-c1ncc(C(=O)c3cc(Br)ccc3O)cc1CO2 | x | 0.1 | -15 | x | -4
31 | Cc1nn(-c2ccccc2)c(Cl)c1C(=O)OC(C)C(=O)NC(=O)NC1CCCCC1 (stereo not drawn) | 0.5 | -0.8 | -19 | -1 | 0
32 | O=C(Nc1cc2c(oc1=O)CCCC2=O)c1cccc(Cl)c1 | 0.2 | 0.5 | -17 | 13 | -7
33 | CCCCOn1c(C)c(C(=O)OCC)c2c3nonc3ccc21 | -0.2 | -0.5 | -12 | 0 | -4
34 | CC1CCc2sc(C(=O)Nc3ccc(C(N)=O)cc3)cc2C1 (stereo not drawn) | 3.5 | 0.2 | -11 | -4 | -4
35 | O=C(COc1ccccc1Cl)NCCNC(=O)c1cccnc1 | 1.8 | 8.0 | -5 | -15 | -10
36 | C=CCOc1ccc(NC(=O)C2CC(=O)N(C(C)C)C2)cc1 (stereo not drawn) | 0.2 | 0.4 | 3 | -8 | -12

# | GPR7 antagonist | OXTR agonist | TAAR1 antagonist | CHO-K1 Ca PAM
25 | -17 | 0.9 | -19 | 0
26 | -13 | 0.3 | 5 | 14
27 | -9 | -0.4 | 31 | -3
28 | -1 | 3.9 | -4 | 6
29 | 0 | x | -7 | -9
30 | -14 | -0.9 | 25 | x
31 | -4 | -0.7 | -9 | -2
32 | -13 | 0.0 | 11 | 2
33 | 13 | -1.7 | -7 | 1
34 | -19 | 0.3 | -44 | 13
35 | -3 | 0.4 | -1 | 23
36 | -2 | -0.6 | -14 | 14

Some of these compounds in order of number of heavy atoms, low to high:
# | mol | M1 ag parental | V1R ag counter | CHO parental Ca | CHO-K1 Ca antag | OXTR potentiator
26 | Cc1ccc(C(=O)Nc2ccc3[nH]c(=O)[nH]c3c2)c(C)c1 | -0.6 | 0.8 | -11 | -10 | 3
36 | C=CCOc1ccc(NC(=O)C2CC(=O)N(C(C)C)C2)cc1 (stereo not drawn) | 0.2 | 0.4 | 3 | -8 | -12
25 | Cc1ccc(CNC(=O)C(NS(=O)(=O)c2cccc3nsnc23)C(C)C)cc1 (stereo not drawn) | 2.0 | 1.8 | -12 | -6 | -8

# | GPR7 antagonist | OXTR agonist | TAAR1 antagonist | CHO-K1 Ca PAM
26 | -13 | 0.3 | 5 | 14
36 | -2 | -0.6 | -14 | 14
25 | -17 | 0.9 | -19 | 0

Continuation.
# | mol | M1 ag parental | V1R ag counter | CHO parental Ca | CHO-K1 Ca antag | OXTR potentiator
37 | CCn1nc([N+](=O)[O-])c2c(-c3nc4ccccc4o3)c(N)n(CCCOC)c2c1=O | 0.4 | -0.6 | -14 | -6 | -1
38 | CC(C)c1ccc(/C=C/C(=O)NC2=NCCS2)cc1 | x | -1.1 | -13 | x | -5
39 | CCOC(=O)CCCOC(=O)c1ccc(S(=O)(=O)N(C)C)cc1 | 0.7 | 1.9 | -2 | -9 | -7
40 | COc1ccc(CN2C(=O)c3ccccc3C2=O)cc1C(=O)Nc1ccccc1N1CCOCC1 | -0.4 | 0.2 | -18 | 7 | -7
41 | CCn1c(SCC(=O)N2CCC(C)CC2)nnc1-c1ccc(S(=O)(=O)N2CCN(C)CC2)cc1 | -0.7 | 0.7 | -1 | 8 | -10
42 | Cc1cc(C)nc(NS(=O)(=O)c2ccc(NC(=O)CSc3ncn[nH]3)cc2)n1 | -0.5 | -0.2 | -12 | 10 | 0
43 | Cc1ccc(NC(=O)N2CCN(C)CC2)cc1NC(=O)N1CCN(C)CC1 | 0.2 | 0.3 | 8 | 6 | 0
44 | CCCCN(C(=O)Cn1ncc(Cl)c(Cl)c1=O)c1c(N)n(CC(C)C)c(=O)[nH]c1=O | 0.3 | -0.8 | 13 | -9 | -13
45 | COc1cccc(C(=O)N2CCN(C(=O)C3CC3)CC2)c1 | 0.0 | x | x | 2 | x
46 | CCOC(=O)c1cccc(NC(=O)C2CCN(c3ncnc4c3nc3n4CCCCC3)CC2)c1 | 1.6 | 12 | -34 | -12 | -7
47 | CCN(CC)CCNc1cccc2sc3ccccc3c(=O)c12 | 0.8 | x | x | 7 | x

# | GPR7 antagonist | OXTR agonist | TAAR1 antagonist | CHO-K1 Ca PAM
37 | -8 | -1.9 | 6 | -9
38 | 5 | -0.3 | x | x
39 | 3 | 1.5 | -4 | 7
40 | -9 | 1.4 | -22 | -10
41 | -7 | 0.3 | -1 | 12
42 | -3 | 0.9 | -11 | -3
43 | -10 | 0.0 | -17 | -1
44 | -16 | -1.9 | x | 18
45 | -6 | x | -16 | -20
46 | -1 | 3.1 | -26 | -10
47 | x | x | -39 | -8
